JMJD2A Tudor inh = JMJD2A Tudor domain (human) inhibition; 390,000 compounds, 4.4% hits; AlphaScreen JMJD2A-Tudor / H3K4me3 peptide binding; AID 504339; O75164; Potency, µM (top dose mostly 114 µM), for inactives: top-dose activity change, negative = inhibition, usual class: inhibitors; further: potency means the concentration at half of the fitted maximal effect; on the % scale 0 is the no-effect control and ±100 the full control effect; nearly all actives have a fitted effect of over 50% in size
Tb PGK inh = T. brucei PGK inhibition | PGK/GAPDH coupled, Kinase-Glo luminescence, 60 min | P07378 | AID 602233 | 380,000 compounds, 0.043% hits | Potency, µM (top dose mostly 57.5 µM), inactives show at the highest dose activity change, negative = inhibition, actives largely listed as inhibitors; further: potency means the concentration at half of the fitted maximal effect; on the % scale 0 is the no-effect control and ±100 the full control effect; nearly all actives have a fitted effect of over 60% in size
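Recombinant glycosomal PGK reaction used 1,3-bisphosphoglycerate generated in-well by GAPDH (100nM final) in 100mM TEA pH 7.6, 5mM MgCl2, 0.01% Tween-20. After 60 minutes at room temperature, ATP was read by Kinase-Glo Plus luminescence end-point.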
BAZ2B block = blocks human BAZ2B; 360,000 compounds, 4.4% hits; Potency, µM (highest dose often 114 µM), for inactives: top-dose activity change, negative = inhibition, actives largely listed as inhibitors; AlphaScreen BAZ2B-H3K14Ac peptide displacement; further: potency means the concentration at half of the fitted maximal effect; on the % scale 0 is the no-effect control and ±100 the full control effect; nearly all actives have a fitted effect of over 60% in size
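AlphaScreen luminescence quantifies BAZ2B engagement of H3K14Ac peptide; the protein and biotinylated peptide are both at 50 nM final, buffer PBS pH 7.4 with 0.01% Tween-20, all steps at room temperature.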
Pin1 inhibitor = human Pin1 inhibition | Q13526 | Pin1 FP peptide displacement, HiFluor488, 10 min | Potency, µM (series often up to 115 µM), for the others: top-dose activity, negative = inhibition, hits mostly inhibitors | 390,000 compounds, 0.009% hits; active means well fitted inhibition curve with a large enough effect in the polarisation, with a control signal flat, not every such curve was filed as active; inconclusive means small, poorly fitted or top-dose-only effect, or effect the other way, or a change in a side signal; inactive means no such curve, though single readings can be large or run the other way; the % refers to the polarisation; further: potency means the concentration at half of the fitted maximal effect; on the % scale 0 is the no-effect control and ±100 the full control effect
Target sequence (Q13526 whole entry, looked up): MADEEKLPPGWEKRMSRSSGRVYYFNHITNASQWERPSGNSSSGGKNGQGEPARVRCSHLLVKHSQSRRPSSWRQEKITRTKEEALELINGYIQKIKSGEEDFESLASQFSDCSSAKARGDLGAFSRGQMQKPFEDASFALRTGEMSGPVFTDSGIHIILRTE
PI4K2A block = blocks human PI4K2A kinase activity; Q9BTU6; purified PI4K2A, ADP-Glo luminescence, 1 h; hits give low values; activity change, negative = inhibition, % at 76.9 µM; 420,000 compounds, 0.13% hits; AID 1346378; in the data active means activity change below about -50%; inconclusive means mostly about -30% to -49%;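 further: -100% = wells without enzyme as full effect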
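PI4K2A activity was measured by ADP-Glo luminescence: enzyme (4 ug/mL stock) and phosphatidylinositol (1.2 mM stock) in Tris pH 7.5/MgCl2/EGTA/Triton X-100 buffer were reacted with ATP (300 microM stock) for one hour at ambient temperature.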
GLS inhibitor = blocks human kidney-isoform glutaminase activity. O94925. GLS enzymatic activity, qHTS titration. Potency, µM (doses to about 45.5 µM), for inactives: top-dose activity change, negative = inhibition, most hits filed as inhibitors. 410,000 compounds, 0.21% hits. AID 624170; further: potency means the concentration at half of the fitted maximal effect; on the % scale 0 is the no-effect control and ±100 the full control effect
Target sequence (O94925 whole entry, looked up, canonical isoform): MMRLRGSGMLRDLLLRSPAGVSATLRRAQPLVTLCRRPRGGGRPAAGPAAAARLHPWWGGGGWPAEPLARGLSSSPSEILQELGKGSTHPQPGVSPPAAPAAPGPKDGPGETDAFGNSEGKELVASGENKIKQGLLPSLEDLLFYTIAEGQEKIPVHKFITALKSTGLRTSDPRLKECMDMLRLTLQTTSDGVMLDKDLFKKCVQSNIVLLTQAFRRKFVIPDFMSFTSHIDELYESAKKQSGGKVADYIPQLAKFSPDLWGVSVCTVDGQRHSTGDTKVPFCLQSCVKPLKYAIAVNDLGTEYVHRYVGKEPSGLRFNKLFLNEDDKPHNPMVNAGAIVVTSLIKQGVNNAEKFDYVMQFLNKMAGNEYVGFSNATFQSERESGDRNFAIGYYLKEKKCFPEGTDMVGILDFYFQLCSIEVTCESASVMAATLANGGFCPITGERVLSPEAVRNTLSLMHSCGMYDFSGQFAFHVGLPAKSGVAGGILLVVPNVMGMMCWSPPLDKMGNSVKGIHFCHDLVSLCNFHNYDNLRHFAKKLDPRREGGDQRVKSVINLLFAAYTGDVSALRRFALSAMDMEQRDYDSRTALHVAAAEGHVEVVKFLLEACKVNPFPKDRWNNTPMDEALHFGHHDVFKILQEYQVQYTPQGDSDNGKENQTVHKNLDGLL
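Glutamate formation by hKGA was monitored fluorometrically using coupled glutamate oxidase, HRP and Amplex Red. Substrate was added as 1 mM L-glutamine solution; incubation was 30 min at RT after an initial read.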
HP1b chromo inh = blocks HP1-beta chromodomain binding to methylated histone tails | 390,000 compounds, 0.56% hits | P83916 | Potency, µM (series often up to 114 µM), inactives show at the top dose activity change, negative = inhibition, actives largely listed as inhibitors | AID 540317 | AlphaScreen HP1-beta / biotin-H3K9me3 peptide binding; further: potency means the concentration at half of the fitted maximal effect; nearly all actives have a fitted effect of over 70% in size; inactives centre near 23
Target sequence (P83916 whole entry, looked up): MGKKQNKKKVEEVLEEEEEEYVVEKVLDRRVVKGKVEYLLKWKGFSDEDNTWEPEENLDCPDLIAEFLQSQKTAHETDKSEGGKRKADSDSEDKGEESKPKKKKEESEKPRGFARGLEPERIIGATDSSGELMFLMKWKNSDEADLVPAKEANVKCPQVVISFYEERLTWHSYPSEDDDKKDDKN
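Compound inhibition of the preformed complex between 50 nM HP1-beta and 50 nM biotinylated H3K9me3 peptide was read by AlphaScreen. Buffer was PBS pH 7.4 with 0.01% Tween-20. Incubations ran 30 min at room temperature, with 10 ug/mL donor/acceptor beads.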
G9a inh = blocks human histone lysine methyltransferase G9a; AID 504332; Potency, µM (series often up to 102 µM), without a hit: at the top dose activity, negative = inhibition, usual class: inhibitors; G9a H3K9 monomethylation, AlphaScreen, 2 h; 350,000 compounds, 8.8% hits; Q96KQ7; further: potency means the concentration at half of the fitted maximal effect; on the % scale 0 is the no-effect control and ±100 the full control effect; nearly all actives have a fitted effect of over 75% in size
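AlphaScreen read-out: biotin-H3K9 peptide (500 nM) methylation by 20 nM enzyme with 20 uM SAM, 2 h at room temperature after 15 min compound preincubation; anti-monomethyl H3K9 antibody plus donor/acceptor beads, 10 min dark.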
ERG-DNA inh = ERG Ets/DNA interaction inhibition; fluorescence polarization, His-ERG Ets domain / labelled DNA; Potency, µM (titrated, usually from 76.9 µM), without a hit: top-dose FP activity, negative = inhibition, hits mostly inhibitors; 370,000 compounds, 0.028% hits; AID 624246; active means well fitted inhibition curve with a large enough effect in the polarisation, with a control signal flat; inconclusive means small, poorly fitted or top-dose-only effect, or effect the other way, or a change in a side signal; inactive means no such curve, though single readings can be large or run the other way; the % refers to the polarisation;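 further: polarization taken with two DNA probes labelled with fluorescein and Texas red; potency means the concentration at half of the fitted maximal effect; % of control where 0% means no effect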
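His-tagged ERG Ets domain (1 uM in the protein solution; 300mM KCl, 50mM Tris-HCl, 1mM EDTA, 1mM DTT, pH 7.5) received compound, then a probe mix of 5 nM fluorescein-DNA and 100nM Texas-615-DNA. Fluorescence polarization was read for both dyes.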
An asterisk follows results filed as active; i = inactive; u = inconclusive; x = not tested or not shown; & = joins results of further samples; [ ] = another dose, or the depositor's remark. Unless noted, the call rests on the fitted dose curve; in most records, active means well fitted curve in the direction sought with a large enough effect; inconclusive means small, poorly fitted or top-dose-only effect, or another doubt; inactive means no such curve, though single readings can be large; an effect the other way counts as inactive or inconclusive.

| JMJD2A Tudor inh | Tb PGK inh | BAZ2B block | smiles | Pin1 inhibitor | PI4K2A block | GLS inhibitor | HP1b chromo inh | G9a inh | ERG-DNA inh |
| --- | --- | --- | --- | --- | --- | --- | --- | --- | --- |
| u | -1% | 10% | COc1ccc(CCn2c(C)cc(C(=O)CN3C(=O)C(=O)N(C4CCCC4)C3=O)c2C)cc1OC | 6% | -1 | -2% | 9% | 3% | 4% |
| 1% | -8% | -3% | CCOC(=O)N1CCN(C(=O)C2CCN(S(=O)(=O)c3ccc(Br)s3)CC2)CC1 | 2% | 3 | 5% | 40%[activator] | -40%[59 µM] | 5% |
| -17% | x | -26% | COc1ccccc1C(=O)Nc1c(C(=O)N(C)Cc2ccccc2)sc2nc(C)c(Cl)c(C)c12 | 7% | -5 | -3% | 21% | -34%[59 µM] | 1% |
| -13% | 4% | -6% | Cc1ccc(NC(=O)c2nnn(Cc3ccccc3)c2N)cc1C | 4% | -1 | -4% | 6% | 0%[59 µM] | 1% |
| 0% | -9% | 9% | COC(=O)c1sc(N)c(C(=O)OC)c1CSc1nnnn1C | 3% | 3 | 13% | 5% | -19%[59 µM] | -7% |
| -6% | 2% | 2% | CC1=C(c2ccc(C)cc2)S(=O)(=O)NC1=NCCCN1CCN(c2ccccc2F)CC1 | -1% | 1 | 5% | 45%[activator] | -33%[59 µM] | 2% |
| -33% | -5% | -15% | O=C(COC(=O)c1ccc([N+](=O)[O-])s1)NC(=O)NCc1ccccc1 | 0% | 1 | 1% | 4% | -29% | -8% |
| -8% | -7% | 1% | COc1cccc(-c2c(C#N)c(SC)nc3cc(C)nn23)c1 | 1% | 2 | 4% | 0% | 18% | 2% |
| -31% | 11% | 5% | CC(/C=N\N1CCN(c2ccc(Cl)cc2)CC1)=C\c1ccccc1 | -3% | -4 | 0% | 32% | -48% | 1% |
| -14%[11.4 µM] | i | -11% | O=C(/C=C/c1ccc(F)cc1)N1CCN(c2ncccn2)CC1 | -8% | -4 | 8% | 25% | 10%[59 µM] | -1% |
| -21% | -7% | -18% | O=C(Nc1ccc(Cl)c(Cl)c1)Nc1ccccc1O | -4% | -1 | 8% | 25% | u | 2% |
| 4% | -1% | 4% | COC(=O)c1cccc(CSc2nnc(C)s2)c1 | -10% | 1 | 3% | 41% | -27%[59 µM] | -8% |
| -14% | -2% | 1% | C=CCn1c(SCC(=O)NC2CCCC2)nnc1-c1cccnc1 | -7% | 7 | 0% | 23% | x | 9% |
| -3% | -4% | -14% | COC(=O)c1cn(Nc2ncc(C(F)(F)F)cc2Cl)c(=O)c2ccccc12 | u | -2 | -2% | 29% | -47% | -7% |
| -6% | -3% | 3% | COc1ccccc1C(=O)Nc1ccnn1C1CCN(C2CCSCC2)CC1 | u | 5 | 2% | 21% | 62%[activator] | -16% |
| -16% | -11% | -7% | CC(=O)N1CCn2c3c(c(=O)c4cc(C)ccc42)CCC31 (stereo unspecified) | 4% | -27 | -1% | 36% | u | -18% |
| u | -5% | -13% | COc1cccc(C2C(C(=O)Nc3ccccc3)=C(C)Nc3nc(-c4ccccc4)nn32)c1OC (stereo unspecified) | u | -12 | 0% | 27% | u | -1% |
| u | -5% | u | Cc1nc2ccc(S(=O)(=O)N(C)CC(=O)NCc3ccc(N(C)C)cc3)cc2s1 | u | -5 | 31%[activator] | -25% | 50µM* | 4% |
| 89µM* | -17% | 79µM* | CCOc1ccc(C(=O)N/N=C/c2ccc(-c3ccc(S(=O)(=O)Nc4ncccn4)cc3)o2)cc1 | x | -4 | -16% | -6% | -7%[12.7 µM] | 1% |
| -33% | -4% | -23% | O=C(C1CC(=O)N(C2CCCCC2)C1)N1CCN(c2ccccc2)CC1 (stereo unspecified) | 0% | -4 | 22% | 1% | u | -1% |
| -14% | -4% | 0% | CCOC(=O)NC(NS(=O)(=O)c1ccccc1)(C(=O)OCC)C(F)(F)F (stereo unspecified) | -9% | 2 | 10% | -2% | 4%[59 µM] | -5% |
| -23%[57.1 µM] | 2% | -2% | C=C(C)C1CC=C(C)/C(=N/NC(=O)c2cccs2)C1 (stereo unspecified) | 3% | -2 | 1% | -1% | 17% | -16% |
| -17% | -10% | -17% | CCCc1cc(=O)c2c(O)ccc(OC)c2o1 | -8% | -2 | -2% | 4% | -6% | 2% |
| 4% | x | 12% | COc1ccccc1N(CC(=O)NCc1ccccn1)S(C)(=O)=O | -8% | -2 | -2% | 25% | 20%[59 µM] | x |
| -6% | u | 5% | COCCNC(=O)/C(C#N)=C/c1ccc(O)cc1 | 1% | -69* | 1% | 31% | x | 6% |
| -1% | i | -2% | COc1ccc(NC(=O)N2CCN(c3cccc(C(F)(F)F)c3)CC2)cc1 | -1% | 5 | 12% | 41%[activator] | 4% | 2% |
| -8%&1% | -1%&-3% | -16%&-1% | CCOc1cccc(C(=O)Nc2ccc3oc(-c4cccnc4)nc3c2)c1 | 5%&7% | 3&-1 | -1%&-3% | 56%&24%[activator] | u | 2%&-19% |
| 3% | -7% | u | N#Cc1ccc(C(=O)Nc2cccc(NC(=O)c3ccco3)c2)c(F)c1 | 8% | -5 | -11% | 17% | u | 1% |
| -1% | i | -2% | CCOc1ccc2oc(-c3ccccc3)c(C(N)=O)c2c1 | 1% | 3 | 3% | 11% | u | -15% |
| -9% | -2% | 2% | CCS(=O)(=O)c1nc2ccccc2n1CC(=O)N1CCCCC1 | 31% | -3 | 1% | 12% | -14%[59 µM] | 0% |
| -25% | 3% | -4% | O=C(CNS(=O)(=O)c1ccc(Br)cc1Cl)OCC(=O)c1ccc[nH]1 | 5% | 3 | 3% | 21% | u | -3% |
| 3.5µM* | i | u | Clc1cccc(CN2CCSCC2)c1Cl | 0% | 0 | -8% | u | 3.5µM* | 0% |
| -15% | -9% | -3% | Cc1ccc(CN2C(=O)CCC2C(=O)NCCCN2CCC(C)CC2)cc1 (stereo unspecified) | 0% | -1 | 7% | 21% | 19%[12.7 µM] | -3% |
| -18% | -1% | -11% | COc1c(Cl)cc(Cl)cc1/C=N/NC(=O)c1nnn(-c2nonc2N)c1CN1CCC(C)CC1 | 1% | -10 | 1% | 36% | -11% | 1% |
| -5% | 8% | -1% | COc1ccccc1CN1CC(C(=O)N2CCCCCCC2)CCC1=O (stereo unspecified) | 9% | 1 | 4% | 24% | 10% | -4% |
| u | i | u | c1ccc(COC2CCCN(Cc3nc(-c4cccs4)no3)C2)nc1 (stereo unspecified) | -3% | 5 | 13% | 14% | -9% | 0% |
| -8% | 5% | 12% | O=C(NC1CCCC1)c1cnc2n(c1=O)CCS2 | -1% | -1 | 5% | 17% | -24%[2.33 µM] | 1% |
| -25% | -4% | u | Cc1cccc(C)c1NC(=O)C1(C)c2cccc[n+]2CC(=O)N1Cc1cccs1 (stereo unspecified) | u | -1 | 2% | 22% | 14µM* | 35%[activator] |
| -17% | -8% | u | O=C(CCc1nnc2ccc(NCc3ccc(Cl)cc3)nn12)NC1CCCCC1 | -1% | 2 | 6% | 6%[57 µM] | 3%[59 µM] | -11% |
| -20% | -10% | -34% | O=C(Oc1cccnc1)c1cccc(Cl)c1 | -1% | -19 | -4% | 16% | u | x |

Structures from the list above that have bromine, in the order listed:
| JMJD2A Tudor inh | Tb PGK inh | BAZ2B block | smiles | Pin1 inhibitor | PI4K2A block | GLS inhibitor | HP1b chromo inh | G9a inh | ERG-DNA inh |
| --- | --- | --- | --- | --- | --- | --- | --- | --- | --- |
| 1% | -8% | -3% | CCOC(=O)N1CCN(C(=O)C2CCN(S(=O)(=O)c3ccc(Br)s3)CC2)CC1 | 2% | 3 | 5% | 40%[activator] | -40%[59 µM] | 5% |
| -25% | 3% | -4% | O=C(CNS(=O)(=O)c1ccc(Br)cc1Cl)OCC(=O)c1ccc[nH]1 | 5% | 3 | 3% | 21% | u | -3% |

The list continues.
| JMJD2A Tudor inh | Tb PGK inh | BAZ2B block | smiles | Pin1 inhibitor | PI4K2A block | GLS inhibitor | HP1b chromo inh | G9a inh | ERG-DNA inh |
| --- | --- | --- | --- | --- | --- | --- | --- | --- | --- |
| -14% | -4% | -20% | Cn1c(=O)c2c(nc(CN3CCN(Cc4ccccc4)CC3)n2CCN2CCOCC2)n(C)c1=O | -12% | -2 | 5% | 25% | u | -11% |
| -4% | 3% | -15% | CC(O)CN1CC(O)=C(c2nc3ccccc3s2)C1=N (stereo unspecified) | 4% | -4 | 0% | 39% | 1%[59 µM] | 2% |
| -11% | -9% | x | O=C(/C=C/NCc1cccnc1)c1ccc(Br)cc1 | 4% | -26 | 0% | 20% | x | -12% |
| -12% | i | -17% | Cc1nn(Cc2ccc(Cl)cc2)c(C)c1NC(=O)/C=C/c1cnn(C)c1 | -9% | 4 | -15% | 29% | u | -8% |
| -15% | -15% | -2% | CCCCCCOc1ccc(/C=N/NC(=O)C2CC2)cc1 | 0% | 8 | 0% | 36% | u | -6% |
| -14% | -1% | -6% | COC(=O)[C@@]1(Cc2ccccc2)[C@@H]2C(=CC(=O)[C@H]2CC(=O)C(=O)N(C)C)CN1C(=O)c1ccccc1 | -8% | -8 | -7% | 33% | u | -14% |
| 3% | i | 3% | CC(=O)Nc1ccc(S(=O)(=O)NC2(C(F)(F)F)C(=O)Nc3c2c(=O)[nH]c(=O)n3Cc2cccnc2)cc1 (stereo unspecified) | 1% | 1 | 9% | 39%[activator] | x | 2% |
| -15% | -6% | -36% | Cc1cc(OCCn2nc(C(=O)O)c3ccccc3c2=O)ccc1C(C)C | 6% | 0 | -16% | 3% | 4% | 1% |
